KB-V1 cytotox: qHTS assay for MDR1-selective chemotherapeutics: Primary screen using the drug-selected MDR subline cells KB-V1; KB-V1 MDR cells viability, CellTiter-Glo, 72 h; Potency, µM (doses to about 46.1 µM), without a hit: at the top dose activity change, negative = cytotoxicity, usual class: cytotoxic; 400,000 tested, 3.4% active; further: potency means the concentration at half of the fitted maximal effect; on the % scale 0 is the no-effect control and ±100 the full control effect; nearly all actives have a fitted effect of over 60% in size
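Luminescent ATP read-out (CellTiter-Glo, 10 min) measures survival of drug-selected KB-V1 MDR cells after 72 h, 37 degrees C compound exposure. Medium: phenol-red-free DMEM, 10% FBS. Values from fitted concentration-response curves.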
SW480 rerep: A quantitative high throughput screen for small molecules that induce DNA re-replication in SW480 colon adenocarcinoma cells; SW480 DNA re-replication, Hoechst DNA content imaging, 48 h; Potency, µM (titrated, usually from 46.1 µM), inactives show at the highest dose re-replication activation, most hits filed as activators; AID 624297, 2012; 340,000 tested, 1.8% active; further: potency means the concentration at half of the fitted maximal effect; % of control where 0% means no effect; nearly all actives have a fitted effect of over 55% in size
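Image-based read-out: total Hoechst fluorescence of nuclei (405 nm excitation, 500-530 nm emission), with hits raising the fraction of high-intensity nuclei. SW480 colon cells incubated 48 hr with compounds at 37 C.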
MCF10A rereplic: A quantitative high throughput screen for small molecules that induce DNA re-replication in MCF 10a normal breast cells; AID 624296, 2012; MCF 10A DNA re-replication, Hoechst nuclear intensity, 48 h; 350,000 tested, 2.9% active; Potency, µM (doses to about 46.1 µM), for the others: at the top dose activity, positive = re-replication, usual class: activators; further: potency means the concentration at half of the fitted maximal effect; % of control where 0% means no effect; nearly all actives have a fitted effect of over 50% in size
KB-3-1 cytotox: qHTS assay for MDR1-selective chemotherapeutics: Primary screen using the parental adenocarcinoma cell KB-3-1 | KB-3-1 viability, CellTiter-Glo ATP luminescence, 72 h | Potency, µM (titrated, usually from 46.1 µM), for inactives: at the top dose activity change, negative = cytotoxic, usual class: cytotoxic | 400,000 tested, 1.4% active | AID 1347075, 2019; further: potency means the concentration at half of the fitted maximal effect; on the % scale 0 is the no-effect control and ±100 the full control effect; nearly all actives have a fitted effect of over 60% in size
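Viability of parental KB-3-1 cells, measured by CellTiter-Glo luminescence, followed a 72 h incubation at 37 °C with pinned compounds in phenol-red-free DMEM containing 10% FBS.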
WRN inhibitor: qHTS for Inhibitors of WRN Helicase. 360,000 tested, 0.46% active. Potency, µM (titrated, usually from 114 µM), for the others: at the highest dose activity change, negative = inhibition, actives largely listed as inhibitors. WRN helicase unwinding, fluorescent forked duplex, kinetic; further: potency means the concentration at half of the fitted maximal effect; on the % scale 0 is the no-effect control and ±100 the full control effect; nearly all actives have a fitted effect of over 55% in size
Target sequence (Q14191 whole entry, looked up): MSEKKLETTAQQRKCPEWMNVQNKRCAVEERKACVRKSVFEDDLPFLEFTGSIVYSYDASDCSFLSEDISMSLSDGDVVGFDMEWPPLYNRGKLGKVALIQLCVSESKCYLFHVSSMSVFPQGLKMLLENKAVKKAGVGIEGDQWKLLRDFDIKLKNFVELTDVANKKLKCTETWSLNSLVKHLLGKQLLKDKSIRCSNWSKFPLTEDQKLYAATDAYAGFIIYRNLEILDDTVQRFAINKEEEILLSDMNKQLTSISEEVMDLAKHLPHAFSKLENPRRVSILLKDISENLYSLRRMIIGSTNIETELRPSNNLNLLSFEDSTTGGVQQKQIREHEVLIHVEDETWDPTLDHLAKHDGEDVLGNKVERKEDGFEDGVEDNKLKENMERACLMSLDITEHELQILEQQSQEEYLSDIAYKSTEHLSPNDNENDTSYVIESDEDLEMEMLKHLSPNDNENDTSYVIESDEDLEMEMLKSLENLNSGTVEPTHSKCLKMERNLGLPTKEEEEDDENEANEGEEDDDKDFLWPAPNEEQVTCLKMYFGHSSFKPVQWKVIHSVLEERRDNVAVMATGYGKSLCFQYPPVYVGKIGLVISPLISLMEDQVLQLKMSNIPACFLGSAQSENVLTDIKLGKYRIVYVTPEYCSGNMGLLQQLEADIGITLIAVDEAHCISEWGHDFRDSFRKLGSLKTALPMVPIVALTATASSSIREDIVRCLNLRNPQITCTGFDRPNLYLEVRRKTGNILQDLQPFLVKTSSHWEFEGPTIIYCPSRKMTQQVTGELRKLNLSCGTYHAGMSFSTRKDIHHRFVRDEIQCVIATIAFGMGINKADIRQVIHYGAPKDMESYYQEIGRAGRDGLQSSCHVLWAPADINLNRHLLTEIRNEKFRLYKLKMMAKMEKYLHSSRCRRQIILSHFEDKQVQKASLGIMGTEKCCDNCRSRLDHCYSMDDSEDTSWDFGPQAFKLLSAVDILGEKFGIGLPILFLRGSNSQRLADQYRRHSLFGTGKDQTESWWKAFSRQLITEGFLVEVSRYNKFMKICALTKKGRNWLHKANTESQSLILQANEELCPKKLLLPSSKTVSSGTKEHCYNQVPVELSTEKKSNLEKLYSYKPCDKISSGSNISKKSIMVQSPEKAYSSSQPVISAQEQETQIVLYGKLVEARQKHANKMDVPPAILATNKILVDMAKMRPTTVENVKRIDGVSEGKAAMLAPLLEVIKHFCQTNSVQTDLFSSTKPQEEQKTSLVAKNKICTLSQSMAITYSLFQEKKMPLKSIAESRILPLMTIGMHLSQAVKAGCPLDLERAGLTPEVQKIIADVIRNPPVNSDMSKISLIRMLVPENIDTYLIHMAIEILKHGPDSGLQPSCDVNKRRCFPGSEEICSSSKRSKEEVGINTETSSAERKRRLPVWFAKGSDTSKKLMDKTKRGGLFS
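WRN at 20 nM final was preincubated with compound for 15 min at room temperature; reaction started with 100 nM forked duplex oligonucleotide carrying fluorophore and quencher plus 2 mM ATP (final). Unwinding followed kinetically by red fluorescence (ex 525/em 598 nm).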
HT1080NT lethal: qHTS for induction of synthetic lethality in tumor cells producing 2HG: qHTS for the HT-1080-NT fibrosarcoma cell line | HT-1080-NT fibrosarcoma viability, CellTiter-Glo ATP luminescence, 48 h | Potency, µM (series often up to 46.1 µM), for the others: at the top dose activity, negative = less viability, most hits filed as cytotoxic | 360,000 tested, 1.6% active | AID 686970, 2013;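 further: NT is the 2HG producing partner of a matched IDH1 knockdown line; potency means the concentration at half of the fitted maximal effect; 0% = DMSO-treated cells and -100% = media-only wells without cells; nearly all actives have a fitted effect of over 55% in size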
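HT-1080-NT; 750 cells/well; 5% FBS RPMI; 48 h compound, 37 degrees C; CellTiter-Glo luminescence; curve fitting and curve-class assignment.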
HT1080 IDH1KD tx: qHTS for induction of synthetic lethality in tumor cells producing 2HG: qHTS for the HT-1080-IDH1KD cell line; 360,000 tested, 2% active; HT-1080 IDH1 knockdown viability, ATP luminescence, 48 h; Potency, µM (titrated, usually from 46.1 µM), for the others: at the top dose activity, negative = toxicity, hits mostly cytotoxic;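 further: potency means the concentration at half of the fitted maximal effect; 0% = DMSO wells and -100% = cell-free medium wells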
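Viability of IDH1-knockdown HT-1080 fibrosarcoma cells was assessed by CellTiter-Glo after 48 h at 37 °C with titrated compound; concentration-effect curves were classified by fit quality and response size.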
ATXN2 expr inh: Primary qHTS for Inhibitors of ATXN expression | 360,000 tested, 0.72% active | HEK-293 ATXN2-luciferase reporter, luminescence, 24 h | Potency, µM (highest dose often 57 µM), for inactives: at the top dose activity change, negative = inhibition, hits mostly inhibitors | AID 1745845, 2022; further: potency means the concentration at half of the fitted maximal effect; on the % scale 0 is the no-effect control and ±100 the full control effect; nearly all actives have a fitted effect of over 55% in size
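qHTS (up to 57 uM final) was run with 24 h compound exposure of reporter cells at 37 °C. Each well was multiplexed: SteadyGlo luminescence measured ATXN2-luciferase expression after a fluorogenic Gly-Phe-AFC viability readout (25 uM final).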
IL1B secr inh: qHTS for Inhibitors of Inflammasome Signaling: IL-1-beta AlphaLISA Primary Screen. AID 743279, 2014. THP-1 LPS/ATP IL-1B secretion, AlphaLISA, 16 h; active compounds read low. 360,000 tested, 4.7% active. activity change, % at 57.5 µM; in the data active means activity change below about -50%; inconclusive means mostly about -30% to -49%; further: on the % scale 0 is the no-effect control and ±100 the full control effect
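Secreted IL-1B measured by AlphaLISA bead assay after 16 h compound exposure of THP-1 cells; compounds (final up to 57.5 uM) added 1 h before LPS (250 ng/mL) and ATP (1.25 mM) stimulation; lower signal means less secretion.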
The depositor's hits bear a star; ? = inconclusive; / = no result given; & = joins results of further samples; [ ] = another dose, or the depositor's remark. Unless noted, the call rests on the fitted dose curve; in most records, active means well fitted curve in the direction sought with a large enough effect; inconclusive means small, poorly fitted or top-dose-only effect, or another doubt; inactive means no such curve, though single readings can be large; an effect the other way counts as inactive or inconclusive.

Order of values: KB-V1 cytotox	SW480 rerep	MCF10A rereplic	KB-3-1 cytotox	WRN inhibitor	HT1080NT lethal	HT1080 IDH1KD tx	ATXN2 expr inh	IL1B secr inh
Cc1cc(=O)oc(C)c1C(=O)NCc1cccnc1
→ ?	-2.2%	-14.0%	17.4%	11.8%	11.6%	7.7%	5.3%	12.4
COC(=O)Cn1c(=NC(=O)CSC(C)=O)sc2ccccc21
→ 0.4%	-9.9%	-5.4%	18.2%	-10.0%	?	2.4%	-8.1%	-13.2
C1=CCN(c2nc(N3CCOCC3)nc(N3CCCc4ccccc43)n2)CC1
→ -18.5%	/	/	-19.1%	3.9%	-9.1%	-1.7%	/	41.9
O=S(=O)(N1CCCCCC1)N1CCN(S(=O)(=O)N2CCCCC2)CC1
→ 10.2%	-7.1%	0.4%	-7.7%	14.3%	18.1%	19.5%	-5.2%	13.9
CCc1cccc(C)c1NC(=O)CCCN1C(=O)NC(C)(C)C1=O
→ 22.2%	-43.2%[inhibitor]	2.4%	6.6%	3.1%	9.1%	-1.4%	6.4%	-3.8
Cc1ccc(N2CC(C(=O)NCc3nnnn3-c3ccc(C)c(C)c3)CC2=O)cc1 (centres undefined)
→ 15.5%	-2.4%	-41.4%[inhibitor]	-1.8%	15.2%	-0.6%	-2.2%	13.1%	-18.4
Cc1ccc(S(=O)(=O)Nc2c(C)n(C)n(-c3ccccc3)c2=O)cc1C(=O)NCc1ccccc1
→ ?	-3.1%	1.0%	2.2%	3.5%	-2.4%	3.6%	/	-17.0
Cc1cccc2sc(NNC(=O)c3cc(=O)c4ccccc4o3)nc12
→ -22.4%	-5.3%	-0.5%	?	-0.1%	0.0%	-12.9%	-4.7%	23.8
COc1ccc(OCc2nnc(SCC(=O)Nc3cccc(C(C)=O)c3)o2)cc1
→ 16.3%	?	8.8%	23.9%	5.0%	-0.8%	-2.3%	2.2%	0.0
CC1CCCC(NC(=O)CSc2ncnc3ccccc23)C1C (centres undefined)
→ 0.0%	-9.7%	?	-17.7%	-7.9%	-5.7%	-2.8%	8.5%	-13.9
O=C(CSc1ncnc2ccccc12)N1CCNC1=O
→ ?	-3.4%	9.3%	5.3%	-9.0%	3.2%	-3.9%	/	-17.4
CC1CC(=O)C(C2c3ccccc3CCN2C(=O)CCl)C(=O)C1 (centres undefined)
→ 0.0%	4.3%	0.3%	0.2%	-10.8%	6.8%	2.6%	/	6.9
O=C1[C@H]2[C@@H](/C=C/c3ccccc3)N3C(=O)CN(CC4CC4)C(=O)[C@@]3(Cc3ccccc3)[C@H]2C(=O)N1c1ccccc1
→ 0.0%	-10.9%	10.7%	-9.0%	-1.8%	14.9%	0.3%	3.3%	-2.7
O=[N+]([O-])c1ccc(N2CCCC2)nc1
→ -1.5%	-15.4%	-0.7%	0.4%	4.9%	5.4%	24.1%	-13.0%	/
CCOC(=O)C1CCCN(C(=O)Cn2ncc3c([nH]c4ccc(C)cc43)c2=O)C1 (centres undefined)
→ 8.1%&1.5%	-5.6%	1.5%	-5.4%&-6.7%	-13.5%	-6.9%	-5.0%	-5.0%&1.5%	-14.6
CCN1CCCC1CNC(=O)CN(C)S(=O)(=O)c1ccc(Cl)cc1 (centres undefined)
→ ?	-5.3%	7.3%	19.9%	2.1%	13.9%	7.7%	-3.8%	5.3
COc1cccc(NC(=O)COC(=O)Cn2c(C)csc2=O)c1
→ ?	1.3%	0.1%	25.6%	2.2%	1.9%	3.9%	-8.1%	-8.8
NC(=S)N/N=C/c1coc2ccc(Br)cc2c1=O
→ 0.0%	-16.8%	-2.7%	12.7%	-5.1%	3.5%	2.2%	2.1%	10.5
COc1ccc(-c2nc(C)ncc2-c2ccccc2)c(O)c1
→ 22.2%	4.6%	?	11.1%	1.7%	2.2%	0.5%	-5.1%	6.1
CCCCn1c(CN2C(=O)c3ccccc3C2=O)nc2ccccc2c1=O
→ 0.0%	-16.4%	19.0%	0.0%	-11.6%	-3.1%	-3.2%	-0.3%	1.4
CCC(CO)Oc1cc(NCc2ccc(C)cc2)c2ncn(C(C)C)c2c1 (centres undefined)
→ -14.9%	48.8%	17.1%	0.0%	-4.5%	-10.7%	-1.1%	-24.5%	0.0
Cc1cc(S(=O)(=O)NCc2cccnc2)ccc1-n1cnnn1
→ 2.6%	?	18.4µM*	-12.6%	4.0%	-2.7%	0.0%	-13.9%	15.8
CCC(C)NCCOc1cccc(Br)c1 (centres undefined)
→ -7.6%	-0.3%	3.0%	2.1%	-0.9%	9.4%	18.1%	-5.5%	-0.9
O=C(OCC(=O)N1CCCC1=O)C1COc2ccccc2O1 (centres undefined)
→ 5.2%	2.4%	-2.9%	0.0%	0.2%	9.4%	10.8%	/	5.6
CN1CCn2cnc(C(=O)NCc3ccc(CNC(=O)OC(C)(C)C)cc3)c2C1=O
→ 7.3%	/	/	0.0%	-6.3%	12.7%	12.4%	8.7%	-3.9
CN(C)CCOC(=O)CCCCCCCCC(=O)OCCN(C)C
→ 10.9%	3.66µM*	-1.0%	-0.1%	4.9%	11.1%	30.0%	-12.9%	/
CCOC(=O)n1c2ccccc2c(=O)n1CCO
→ 3.1%	/	/	0.0%	-1.9%	?	-0.7%	8.6%	-6.4
CCOc1ccc(S(=O)(=O)N2CCC(C(=O)OC(C)C(=O)N(C)C3CCCCC3)CC2)cc1 (centres undefined)
→ ?	2.4%	-14.1%	?	3.3%	0.1%	1.2%	-10.0%	-4.7
Fc1ccc(CSc2ncnc3c2ncn3C2CCCCO2)cc1 (centres undefined)
→ 20.6µM*	-0.3%	10.7%	-14.3%	0.5%	19.9%	24.4%	55.4%[activator]	-25.4
O=C(Nc1ccc(F)cc1F)c1cc(-c2ccco2)nc2ccccc12
→ -2.4%	-2.5%	3.5%	8.9%	-31.3%	-5.9%	-5.1%	-6.4%	1.2
CC(C)N(C)c1ncnc2c1ncn2[C@H]1CN(Cc2ccc(Cl)cc2)C[C@@H](CO)O1
→ -12.0%	/	/	-6.5%	-8.7%	-18.0%	7.6%	-3.7%	0.2
CC(=O)N(C)c1ccc(NS(=O)(=O)c2cc(Cl)ccc2Cl)cc1
→ -18.7%	-12.1%	2.9%	-0.8%	11.1%	-1.5%	0.7%	3.6%	17.5
Cc1ccc(OCC(=O)Nc2ccncc2)cc1
→ -11.3%	?	15.4%	0.0%	0.1%	-4.5%	-6.0%	-15.2%	2.3
C/C(N)=C(/C#N)C(=O)CSc1nnnn1-c1ccccc1
→ 4.2%	-4.0%	-3.9%	2.8%	-21.6%	-2.9%	-6.6%	-2.5%	41.6
CCCC(=O)N1CCCC(c2cc(C(=O)NCc3cccnc3)no2)C1 (centres undefined)
→ 4.7%	/	/	0.0%	5.3%	8.2%	26.9%	5.2%	6.1
O=C(NC(=S)NCc1cccnc1)c1cccc2ccccc12
→ -40.1%	-0.2%	-30.8%[inhibitor]	?	3.4%	3.9%	-5.7%	1.2%	7.6
Cc1ccc(C(=O)CCNc2ccc(Br)cc2)o1
→ 14.1%	0.4%[9.22 µM]	?	-22.1%	4.8%	-0.9%	-9.1%	10.0%	-19.9
CCn1c(SCC(=O)N/N=C/C(C)=C/c2ccco2)nnc1-c1ccccc1
→ 14.6µM*	4.8%	24.6%	-0.3%	?	8.3%	1.3%	0.7%	-25.2
CSc1nc2ncc3c(n2n1)CC1c2ccccc2CCN1C3=O (centres undefined)
→ -17.1%	17.2%	-0.4%	1.8%	-8.2%	18.8%	3.5%	/	-20.6
CCn1c(SCc2ccc(OC)cc2)nnc1-c1ccncc1
→ 5.2%	-2.6%	20.6µM*	-1.3%	-7.2%[57.1 µM]	-2.9%	-0.5%[9.24 µM]	-9.6%	-9.1
CCCCN1CC(=O)N2[C@H]3c4cc(Br)ccc4OC[C@@H]3[C@H](C(=O)OCC)[C@]2(C)C1=O
→ -5.2%	4.9%	2.5%	-9.5%	1.7%	3.7%	-0.4%	1.0%	-15.6
O=C(CNCC1CCCO1)Nc1ccc(N2CCCCCC2)cc1 (centres undefined)
→ 20.6µM*	6.6%	-2.7%	0.0%	9.5%	4.4%	-27.7%	0.2%	0.0
O=C(NCC1CCCO1)c1ccc([N+](=O)[O-])s1 (centres undefined)
→ ?	?	?	-27.3%	2.0%[57.1 µM]	-8.3%	-12.7%	-24.9%	-15.0
Fc1cccc2sc(N3CCOCC3)nc12
→ -16.2%	1.1%	-2.5%	0.1%	9.9%	7.6%	0.7%	22.3%	-11.5
O=C(CC(c1ccccc1)c1ccco1)Nc1nccs1 (centres undefined)
→ -8.8%	1.6%	-26.4%	-2.4%	-12.4%	2.0%	2.9%	-15.6%	6.7

2 entries from above in a different format:
SMILES	KB-V1 cytotox	SW480 rerep	MCF10A rereplic	KB-3-1 cytotox	WRN inhibitor	HT1080NT lethal	HT1080 IDH1KD tx	ATXN2 expr inh	IL1B secr inh
Fc1cccc2sc(N3CCOCC3)nc12	-16.2%	1.1%	-2.5%	0.1%	9.9%	7.6%	0.7%	22.3%	-11.5
O=C(CC(c1ccccc1)c1ccco1)Nc1nccs1 (centres undefined)	-8.8%	1.6%	-26.4%	-2.4%	-12.4%	2.0%	2.9%	-15.6%	6.7

Screening data as filed in PubChem.
